Screening results from PubChem.
AID2073: inhibitors of Mint1-CaV2.2 protein interaction, biochemical, HTRF (AID 2073). Voltage-dependent N-type calcium channel subunit alpha-1B (Homo sapiens). HTRF protein-protein interaction, Mint1-CaV2.2; higher % means a stronger effect. one-dose inhibition, % at 20 µM; IC50 in µM for titrated hits. actives 0.19% (n = 290,000); in the data active = inhibition mostly above about 51%, no sharp cut-off; inconclusive = no clear call, values can overlap the other calls; inactive = mostly below about 53%; note: some results filed as inactive read as strong as hits
Hep lipid drop: inhibitors of hepatocyte lipid droplet formation, primary screen, imaging, high-throughput imaging, BODIPY stain; actives 0.4% (n = 240,000); inhibition, % at 6.5 µM; AML12 mouse hepatocytes, oleate lipid droplets;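 active = lipid droplet intensity inhibited by at least 50%, with more than 500 cells counted; inconclusive = wells with under 300 cells, treated as cytotoxic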
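System: AML12 hepatocytes (mouse). Probe or stimulus: oleic acid at 100 µM to induce lipid droplet formation. Times: overnight treatment with compound plus oleate. Detection: Image-based BODIPY and DAPI two-channel analysis. Evaluation: percent inhibition of filter-corrected integrated lipid droplet intensity per well.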
XIAP antagonists: XIAP antagonists, biochemical, IAP family, fluorescence polarization (AID 1018) | displacement, % at 20 µM; hits with a dose series show IC50 in µM | actives 0.007% (n = 200,000) | XIAP BIR domain, fluorescence polarization peptide displacement; higher % means a stronger effect; in the data active = displacement above about 50%; note: a part of the inactive calls stands beside numbers as strong as those of hits
LYP inhibition: inhibitors of LYP phosphatase, biochemical, fluorescence intensity, uHTS (AID 1779); Tyrosine-protein phosphatase non-receptor type 22 (Homo sapiens); inhibition, % at 11.5 µM; hits with a dose series show IC50 in µM; actives 0.054% (n = 290,000); recombinant LYP phosphatase, fluorescence intensity; higher % means a stronger effect;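 note: plate controls were vehicle with enzyme for no effect and no enzyme for full effect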
Siah-1 displacement: Siah-1 peptide-binding antagonists, primary screen, biochemical, fluorescence polarization, rhodamine-plectin, uHTS (AID 1817); E3 ubiquitin-protein ligase SIAH1 (Homo sapiens); actives 0.02% (n = 290,000); Siah-1 / rhodamine-plectin peptide fluorescence polarization; higher % means a stronger effect; displacement, % at 20 µM; hits with a dose series show IC50 in µM;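 active = displacement of at least 50% at 20 µM, with a fluorescence ratio check between 0.3 and a set limit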;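 note: plate controls were Siah plus tracer with DMSO for no effect and tracer alone without Siah for full effect; strong numbers were not always called active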
ER stress rescue: rescue of cells from ER stress-induced death, primary screen, 384-well, CSM14.1, thapsigargin, ATP luminescence (AID 1222). CSM14.1 thapsigargin-induced death rescue, ATP luminescence; higher % means a stronger effect. cellular ATP content (survival), % at 20 µM; hits with a dose series show EC50 in µM. 190,000 tested, under 10 active;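 active = EC50 below 50 µM in the dose-response confirmation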;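 note: death triggered by thapsigargin at about 15 µM added after 2 h compound pretreatment; cell ATP read after overnight thapsigargin exposure of roughly 18 to 22 hours; normalized against plate controls of thapsigargin alone and 5% DMSO vehicle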
M1AAP inhibition: P. falciparum M1AAP inhibitors, biochemical, fluorogenic H-Leu-NHMec substrate, 1536-well (AID 1445). Aminopeptidase N (Plasmodium falciparum (isolate 3D7)). recombinant M1AAP, H-Leu-NHMec fluorogenic kinetic assay; higher % means a stronger effect. one-dose inhibition, % at 30 µM; IC50 in µM for titrated hits. actives 0.42% (n = 220,000);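 active = primary inhibition above the hit cutoff, then over 50% inhibition at one or more dose response concentrations, cut at about 23% in these data, passing the limit was not always enough; inconclusive = conflicting primary data, or primary hits not chosen for dose response; inactive = low primary inhibition, or under 50% at every dose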;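 note: plate controls were DMSO full reaction for no effect and no enzyme background for full effect; strong numbers were not always called active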
P. falciparum M17LAP: P. falciparum M17LAP inhibitors, primary screen, biochemical, fluorogenic H-Leu-NHMec substrate, 1536-well (AID 1619); Leucine aminopeptidase (Plasmodium falciparum (isolate 3D7)); recombinant M17LAP, H-Leu-NHMec fluorogenic kinetic assay; higher % means a stronger effect; one-dose inhibition, % at 30 µM; IC50 in µM for titrated hits; actives 0.38% (n = 220,000);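 active = compound inhibiting the enzyme by more than half at any dose during confirmatory dose-response retesting; inconclusive = strong single-dose inhibitors picked by rank but not retested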;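 note: plate controls were full reaction with DMSO carrier for no effect and no enzyme background for full effect; strong numbers were not always called active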
HEK293 NOD2/NF-kB: NOD2 signaling inhibitors, cell-based, luminescence, uHTS, HEK293 (AID 1566); HEK293 NOD2/NF-kB luciferase reporter, luminescence; higher % means a stronger effect; actives 0.63% (n = 290,000); inhibition, % at 4 µM, or EC50 in µM where a hit was titrated; note: many of its hits are not listed in these tables
Hep lipid drop cells 6.5 µM: also measured in Hep lipid drop; calls as there; cell count; measured here: cell count, cytotoxicity flag;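 cells counted across two imaged fields per well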
Active calls of the source: *; ? = inconclusive; · = not tested or not shown. Cut-off read from the data, not from the text of the source, unless noted: active = inhibition above about 50%; inactive = the rest.

SMILES | AID2073 | Hep lipid drop | Hep lipid drop cells 6.5 µM | XIAP antagonists | LYP inhibition | Siah-1 displacement | ER stress rescue | M1AAP inhibition | P. falciparum M17LAP | HEK293 NOD2/NF-kB
Cc1cc(C(=O)Nc2cccc(O)c2)c(C)o1 | 17% | 1 | 768 | -3.0% | -7% | 0% | -2.3% | 8% | 3% | 8%
CCCOc1ccc(Br)cc1CSC(=N)N | -3% | -4 | 576 | -14% | -7% | 3% | -2.1% | 2% | 9% | 41%
N#C/C(=C\c1ccc(-c2ccc(C(=O)O)cc2)o1)C(=O)Nc1ccc(F)cc1 | 25% | -2 | 817 | · | -6% | 3% | · | · | · | 25%
CCn1nc(NS(=O)(=O)c2cccc3nonc23)c2cc3ccc(C)cc3nc21 | 5% | 8 | 720 | · | 6% | -2% | · | · | · | -5%
O=C(CP(=O)(c1ccccc1)c1ccccc1)Nc1nc2ccccc2s1 | 5% | 4 | 686 | · | -1% | -4% | · | 2% | 4% | 7%
c1ccc(-c2nnc3sc(-c4cc5ccccc5o4)nn23)cc1 | -18% | 17 | 633 | -3.2% | -1% | 10% | -1.9% | 6% | 7% | 14%
O=C(c1cc([N+](=O)[O-])ccc1N1CCCCC1)N1CCc2ccccc21 | -10% | -6 | 661 | -5.0% | 3% | -1% | -1.6% | 9% | -4% | 13%
CCCc1ccc2oc(C(=O)N3CCN(c4cnccn4)CC3)c(C)c2c1 | 3% | 8 | 631 | · | 3% | 2% | · | · | · | 15%
CC(NC(=S)Nc1ccc(OC(F)F)cc1)c1ccc(F)cc1 (stereo not drawn) | -9% | -2 | 678 | 0.3% | 2% | 18% | -2.1% | 12% | 4% | 26%
CCn1cc(C(=O)O)c(=O)c2cc(S(=O)(=O)N3CCCCCC3)ccc21 | 6% | -20 | 688 | · | -7% | 1% | · | · | · | 14%
Fc1ccc(-c2cn3cc(C(F)(F)F)cc(Cl)c3n2)cc1 | 3% | · | · | -1.4% | 5% | 2% | -2.8% | -5% | 5% | -233%
COc1ccc(C(=O)CSc2nnc(CCc3ccccc3)n2-c2ccccc2)cc1 | -19% | · | · | 26% | -3% | 0% | -1.5% | 4% | 24% | 19%
CCOc1ccccc1OCCCC(=O)N(C)CC(=O)Nc1cc(C)ccc1C | 10% | -5 | 689 | -13% | -9% | 7% | 0.0% | 2% | 3% | 8%
CCN(CC)S(=O)(=O)c1ccc(OC)c(NC(=O)C2CC(=O)N(c3ccc4c(c3)OCCO4)C2)c1 (stereo not drawn) | -4% | 1 | 816 | · | -8% | 4% | · | · | · | 13%
CC(C)C(=O)NC(=S)Nc1ccc(S(=O)(=O)N2CCN(C)CC2)cc1 | -4% | -2 | 685 | -6.3% | -9% | -1% | -0.9% | 2% | 5% | 8%
CCOC(=O)c1sc2nc3c(SCC(=O)O)cc(C(=O)c4ccccc4O)cn3c(=O)c2c1C | 53%* | 7 | 670 | -28% | · | -9% | -0.5% | 9% | -2% | -8%
Cn1c(N)c(C(=O)COC(=O)CSc2ccccc2)c(=O)n(C)c1=O | -5% | 3 | 605 | -10% | -7% | 1% | -0.9% | 3% | 11% | 2%
COc1ccc([N+](=O)[O-])cc1N(CC(=O)NC1CCCC1)S(C)(=O)=O | 7% | -4 | 661 | -2.6% | -5% | 1% | 0.7% | 0% | -2% | 2%
CCCCc1c(C)nc(N2CCCC2)[nH]c1=O | -12% | -11 | 619 | · | -5% | -1% | · | 11% | 6% | -11%
O=C1C(Cc2ccccc2)NC(=S)N1c1ccccc1 (stereo not drawn) | -11% | · | · | -1.7% | -9% | 4% | -1.0% | -3% | -15% | 9%
N#CC1=C(Nc2ccccc2)SC=C(c2ccc(F)cc2)N=C1N1CCOCC1 | -6% | · | · | -1.8% | -7% | -2% | -1.5% | 6% | 10% | -5%
Cc1cccc(N2CCN(c3ccc4cc(S(=O)(=O)N5CCCCC5)ccc4n3)CC2C)c1 (stereo not drawn) | 33% | -4 | 723 | · | -6% | 8% | · | · | · | 33%
CCOC(=O)Cn1c(=O)c2c(nc3n2CCN3Cc2ccccc2)n(C)c1=O | 5% | · | · | 2.0% | -1% | -1% | 0.3% | 6% | 0% | 1%
COc1ccc(OCc2nnc(SCC(=O)N3CCOCC3)o2)cc1 | -10% | 0 | 651 | -2.4% | -4% | 1% | -1.4% | 8% | 5% | 4%
CC(C)CC(=O)Nc1ccc(Cc2ccncc2)cc1 | 1% | -6 | 827 | · | -8% | 0% | · | · | · | 14%
FC(F)(F)c1cc(-c2ccccn2)nc2cc(-c3ccccc3)nn12 | 17% | · | · | · | -7% | -6% | · | 6% | 8% | -9%
CCc1nnc(NC(=O)CSc2nnc(Cc3ccccc3)o2)s1 | 45% | 6 | 775 | -7.5% | -9% | -4% | 0.7% | -6% | 20% | 19%
O=C(CCS(=O)(=O)c1cccc2nsnc12)NC1CCCCC1 | -22% | · | · | -1.9% | -5% | 1% | 0.2% | -7% | -7% | 9%
COc1cc2[nH]c(=S)nc(NCc3cccnc3)c2cc1OC | -37% | -4 | 803 | · | -7% | -9% | · | · | · | 15%
COc1ccc(NC(=O)c2ccco2)cc1NC(=O)c1cccnc1 | -7% | 0 | 713 | 1.0% | -3% | -2% | -1.5% | 2% | 17% | 0%
C=CCN(c1cccc(C(F)(F)F)c1)S(=O)(=O)c1cccc(C(=O)OCC(=O)NC)c1 | 9% | 6 | 709 | 0.3% | -1% | 6% | 0.9% | 8% | -4% | 13%
NC(=O)COc1ncn(-c2ccccc2)n1 | 0% | 7 | 804 | -3.9% | -4% | 0% | -0.4% | 9% | 1% | -1%
Cc1ccc(-c2nc(CCN3C(=O)c4ccccc4C3=O)cs2)cc1 | -12% | · | · | -3.2% | -2% | 3% | -4.4% | 2% | 22% | -40%
COCCN(C(=O)COC(=O)/C=C/c1ccc(C)o1)c1c(N)n(Cc2ccccc2)c(=O)[nH]c1=O | -17% | 0 | 664 | · | -4% | -5% | · | · | · | -5%
CC(=O)Oc1ccc(/C=C2\N=C(C3CCCCC3)OC2=O)cc1 | 20% | 12 | 726 | -1.3% | 2% | 9% | -6.5% | 3% | 8% | 4%
Cc1cc(C(=O)N/N=C/c2cc(Cl)cc([N+](=O)[O-])c2O)c2ccccc2n1 | -3% | -3 | 502 | -14% | 10% | 56% | -0.8% | 30% | 46% | 18%
O=C(/C=C/c1ccccc1)N1CCCN(C(=O)/C=C/c2ccccc2)CC1 | -9% | · | · | -3.2% | -2% | 7% | 0.7% | ? | -12% | -1%
N#Cc1c(-c2ccc(Cl)cc2)nc2n(c1=O)CCCS2 | 10% | · | · | -20% | 8% | 2% | -0.8% | 14% | 10% | -2%
O=C(/C=C/Nc1ccc(S(=O)(=O)Nc2cnc3ccccc3n2)cc1)c1ccccc1 | 9% | 2 | 681 | · | -2% | 20% | · | 2% | -9% | 29%
CCOC(=O)C1(Cc2ccccc2C(F)(F)F)CCN(C(C)COC)CC1 (stereo not drawn) | 10% | -2 | 706 | -7.0% | -5% | -2% | -1.5% | 6% | -5% | -3%
COc1ccc(-c2nc(C)sc2CC(=O)O)cc1 | 8% | -7 | 744 | 0.7% | -8% | 19% | -1.2% | 9% | 6% | 20%
Cc1ccc(C(=O)NCCCNC(=O)COc2ccc(Cl)cc2)cn1 | 0% | 0 | 642 | · | -12% | 4% | · | · | · | -7%
CN(C(=O)CN1CCN(c2ccccc2F)CC1)C1CCCc2ccccc21 (stereo not drawn) | 8% | -20 | 766 | · | -4% | 3% | · | · | · | 20%
Cc1cc(NC(=O)COC(=O)c2ccc(NS(=O)(=O)c3ccc(C)c(C)c3)cc2)no1 | -1% | · | · | -1.7% | -3% | 2% | 0.6% | 5% | -2% | 21%
COc1ccc(NC(=O)NNC(=O)COc2cc(C)c(Cl)c(C)c2)c(OC)c1 | 26% | 2 | 797 | · | -6% | 8% | · | · | · | 2%
Cc1ccc(NC(=O)c2cc(S(=O)(=O)N3CCOCC3)ccc2F)c(C)c1 | -8% | · | · | -5.2% | -5% | -2% | -2.1% | -8% | -17% | 5%
NS(=O)(=O)c1ccc(N=Nc2c(O)[nH]c3ccc(Br)cc23)cc1 | 7% | 12 | 730 | · | -8% | 16% | · | · | · | 27%

Full records, looked up by structure. Screens in order: AID2073 | Hep lipid drop | Hep lipid drop cells 6.5 µM | XIAP antagonists | LYP inhibition | Siah-1 displacement | ER stress rescue | M1AAP inhibition | P. falciparum M17LAP | HEK293 NOD2/NF-kB
Entry for Cc1ccc(NC(=O)c2cc(S(=O)(=O)N3CCOCC3)ccc2F)c(C)c1 : -8% | · | · | -5.2% | -5% | -2% | -2.1% | -8% | -17% | 5%
Entry for COc1ccc(-c2nc(C)sc2CC(=O)O)cc1 : 8% | -7 | 744 | 0.7% | -8% | 19% | -1.2% | 9% | 6% | 20%

Of the compounds above, these have an aryl methoxy group.
SMILES | AID2073 | Hep lipid drop | Hep lipid drop cells 6.5 µM | XIAP antagonists | LYP inhibition | Siah-1 displacement | ER stress rescue | M1AAP inhibition | P. falciparum M17LAP | HEK293 NOD2/NF-kB
COc1ccc(C(=O)CSc2nnc(CCc3ccccc3)n2-c2ccccc2)cc1 | -19% | · | · | 26% | -3% | 0% | -1.5% | 4% | 24% | 19%
CCN(CC)S(=O)(=O)c1ccc(OC)c(NC(=O)C2CC(=O)N(c3ccc4c(c3)OCCO4)C2)c1 (stereo not drawn) | -4% | 1 | 816 | · | -8% | 4% | · | · | · | 13%
COc1ccc([N+](=O)[O-])cc1N(CC(=O)NC1CCCC1)S(C)(=O)=O | 7% | -4 | 661 | -2.6% | -5% | 1% | 0.7% | 0% | -2% | 2%
COc1ccc(OCc2nnc(SCC(=O)N3CCOCC3)o2)cc1 | -10% | 0 | 651 | -2.4% | -4% | 1% | -1.4% | 8% | 5% | 4%
COc1cc2[nH]c(=S)nc(NCc3cccnc3)c2cc1OC | -37% | -4 | 803 | · | -7% | -9% | · | · | · | 15%
COc1ccc(NC(=O)c2ccco2)cc1NC(=O)c1cccnc1 | -7% | 0 | 713 | 1.0% | -3% | -2% | -1.5% | 2% | 17% | 0%
COc1ccc(-c2nc(C)sc2CC(=O)O)cc1 | 8% | -7 | 744 | 0.7% | -8% | 19% | -1.2% | 9% | 6% | 20%
COc1ccc(NC(=O)NNC(=O)COc2cc(C)c(Cl)c(C)c2)c(OC)c1 | 26% | 2 | 797 | · | -6% | 8% | · | · | · | 2%

An excerpt; rates above refer to the full screens.
